From PubChem BioAssay
HT1080 IDH1KD tx = toxicity to HT-1080 IDH1 knockdown cells (counter line); Potency, µM (doses to about 46.1 µM), without a hit: at the top dose activity, negative = toxicity, hits mostly cytotoxic; HT-1080 IDH1 knockdown viability, ATP luminescence, 48 h; hit rate 2% among 360,000;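 note: potency is the fitted concentration of half-maximal effect; 0% = DMSO wells and -100% = cell-free medium wells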
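Using the IDH1-knockdown HT-1080 line run in the same batch and compound series as the NT line, viability after 48 h at 37 °C was determined by CellTiter-Glo luminescence and expressed as % activity.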
SW480 rerep = DNA re-replication induction in SW480 cells. SW480 DNA re-replication, Hoechst DNA content imaging, 48 h. Potency, µM (doses to about 46.1 µM), for inactives: top-dose re-replication activation, actives largely listed as activators. hit rate 1.8% among 340,000. AID 624297; note: potency is the fitted concentration of half-maximal effect; % of control where 0% means no effect; nearly all actives have a fitted effect of over 55% in size
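Per well, 250 cells were exposed to pinned compound for 48 hr. Nuclear DNA was visualised with Hoechst (40 min, 37 C) and total object intensity recorded by fluorescence scanning.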
IL1B secr inh = inhibitors of inflammasome signaling (IL-1 beta secretion); THP-1 LPS/ATP IL-1B secretion, AlphaLISA, 16 h; hits give low values; activity change, % at 57.5 µM; hit rate 4.7% among 360,000; AID 743279; in the data active = activity change below about -50%; inconclusive = mostly about -30% to -49%; note: % is set by controls: 0 for no effect and ±100 for the full control effect
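THP-1 cells pretreated 1 hr with compounds (up to 57.5 uM final), then stimulated with LPS (250 ng/mL final) plus ATP (1.25 mM final); secreted IL-1B measured by AlphaLISA after 16 hr, decreased signal indicating inhibition.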
ATXN2 expr inh = inhibitors of ATXN2 expression | HEK-293 ATXN2-luciferase reporter, luminescence, 24 h | Potency, µM (top dose mostly 57 µM), inactives show at the top dose activity change, negative = inhibition, actives largely listed as inhibitors | hit rate 0.72% among 360,000; note: potency is the fitted concentration of half-maximal effect; % is set by controls: 0 for no effect and ±100 for the full control effect; nearly all actives have a fitted effect of over 55% in size
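ATXN2-luciferase reporter cells (luciferase flanked by upstream and downstream ATXN2 gene portions) were treated 24 h at 37 °C with compounds at up to 57 uM. SteadyGlo luminescence gave expression; GF-AFC fluorescence gave viability.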
HepG2 tox = counter-screen for TGF-b inhibitors: cytotoxicity in HepG2 cells; hit rate 0.76% among 410,000; HepG2 CAGA-GFP viability, ATP luminescence, 18 h; Potency, µM (titrated, usually from 46.1 µM), for the others: at the top dose activity change, negative = cytotoxicity, actives largely listed as cytotoxic; AID 588856; note: potency is the fitted concentration of half-maximal effect; some results filed as inactive show a strong effect at the top dose
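HepG2 CAGA-GFP cells (1000/well, DMEM with 1% FBS) received compound, then TGF-beta at 500 pg/mL final, and were incubated 18 hours at 37 degrees C. Viability was read by CellTiter-Glo luminescence. Media-only wells were set as complete cell-killing and DMSO as no toxicity.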
MCF10A rerep = DNA re-replication induction in MCF 10a cells; Potency, µM (top dose mostly 46.1 µM), for the others: at the highest dose activity, positive = re-replication, usual class: activators; hit rate 2.9% among 350,000; MCF 10A DNA re-replication, Hoechst nuclear intensity, 48 h; note: potency is the fitted concentration of half-maximal effect; % of control where 0% means no effect; nearly all actives have a fitted effect of over 50% in size
HT1080NT lethal = kills 2HG-producing HT-1080-NT fibrosarcoma cells; hit rate 1.6% among 360,000; HT-1080-NT fibrosarcoma viability, CellTiter-Glo ATP luminescence, 48 h; Potency, µM (titrated, usually from 46.1 µM), for the others: at the top dose activity, negative = less viability, actives largely listed as cytotoxic;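 note: NT is the 2HG producing partner of a matched IDH1 knockdown line; potency is the fitted concentration of half-maximal effect; 0% = DMSO-treated cells and -100% = media-only wells without cells; nearly all actives have a fitted effect of over 55% in size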
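HT-1080-NT fibrosarcoma cells (2HG-overproducing), 750 cells/well in RPMI with 5% FBS, dosed after 2 h and incubated 48 h at 37C. CellTiter-Glo luminescence normalized to DMSO and no-cell wells; concentration-response curves fitted and classed.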
S2 tox = reduces viability in counter-screen for ATXN expression inhibitors; S2 cells (HEK-293 line with an ATXN2-luciferase reporter) viability, CellTiter-Fluor protease fluorescence, 24 h; Potency, µM (top dose mostly 56.7 µM), most hits filed as cytotoxic; hit rate 0.49% among 400,000; note: potency is the fitted concentration of half-maximal effect; nearly all actives have a fitted effect of over 40% in size
KB-3-1 tox = kills parental KB-3-1 adenocarcinoma cells. hit rate 1.4% among 400,000. AID 1347075. Potency, µM (series often up to 46.1 µM), for inactives: top-dose activity change, negative = cytotoxic, hits mostly cytotoxic. KB-3-1 viability, CellTiter-Glo ATP luminescence, 72 h; note: potency is the fitted concentration of half-maximal effect; % is set by controls: 0 for no effect and ±100 for the full control effect; nearly all actives have a fitted effect of over 60% in size
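Parental KB-3-1 viability, qHTS format: 72 h compound exposure, 37 °C; CellTiter-Glo; media-only wells and DMSO plates as controls; concentration-effect fits on corrected data.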
Active calls of the source: *; i = inactive; ? = inconclusive; nt = not tested or not shown; & = joins results of further samples; [ ] = dose if it differs, or a comment. Unless noted, calls come from the whole dose curve; as a rule, active = well fitted curve in the direction sought with a large enough effect; inconclusive = small, poorly fitted or top-dose-only effect, or another doubt; inactive = no such curve, though single readings can be large; an effect the other way counts as inactive or inconclusive.

Molecule,HT1080 IDH1KD tx,SW480 rerep,IL1B secr inh,ATXN2 expr inh,HepG2 tox,MCF10A rerep,HT1080NT lethal,S2 tox,KB-3-1 tox
CC(C(=O)Nc1ccc(C#N)cc1)N(C)CC(=O)N(C)c1c(N)n(Cc2ccccc2)c(=O)[nH]c1=O (configuration not stated),8%,-2%,19,-19%,-5%,-26%,3%,i,30%
Cc1cc2nc3n(c2cc1C)CC1CC(C(=O)NCC2CC2)N(C)C31 (configuration not stated),10%,-40%[inhibitor],13,9%,-25%,0%,15%,i,0%
Cc1ccc(C(=O)NC(=S)N2CCN(c3ccccc3F)CC2)cc1,-8%,23µM*,-1,0%,-40%,2%,0%,i,?
CCOC(=O)c1c(C)oc2ncnc(N3CCN(c4ccccc4OC)CC3)c12,nt,nt,nt,-13%,7%,nt,nt,i,-19%
O=C(NC1CCCCC1)c1cc([N+](=O)[O-])ccc1N1CCCCC1,-5%,0%,-16,-11%,-6%,-6%,-10%,i,-3%
c1cncc(-c2nc3cc4ccccc4cc3[nH]2)c1,-16%,1%,-84*,54%[activator],-43%,-1%,-28%,i,-1%
O=C(Nc1nc(-c2ccc3c(c2)OCCO3)cs1)C1CCCC1,-14%,-1%,0,70%[activator],-15%,0%,-1%,i,21%
CCCc1cnc2c(c1SCC(=O)N(C)c1ccccc1)c(=O)n(C)c(=O)n2C,nt,nt,nt,4%,-9%,nt,nt,i,4%
Cc1cc(NC(=O)CSc2nc3c([nH]c4ccccc43)c(=O)n2-c2cccc(C(F)(F)F)c2)no1,?,8%,-4,3%,-13%,?,?,i,?
COC(CNc1ncnc2c1cnn2C)OC,3%,-5%,2,14%,5%,-4%,?,i,11%
Cc1ccc(NCc2cc3cc4c(cc3n(CC(=O)Nc3ccc(F)cc3F)c2=O)OCCO4)cc1,nt,nt,nt,12%,2%,nt,nt,i,?
O=C1N[C@H](Cc2ccccc2)COC(=O)[C@H](Cc2ccc(F)cc2)CC/C=C/C[C@H]1CC(=O)N(CCO)Cc1ccccc1,-24%,13%,0,?,-1%,19%,-22%,?,-2%
Cc1cc(C)c(C)c(S(=O)(=O)NCCCN2CCCC2=O)c1C,-1%,-2%,11,1%,11%,-3%,2%,?,nt
COC(=O)c1scc(C)c1N/N=C(\C)c1cc(F)c(Cl)cc1F,-2%,-9%,-22,0%,-2%,8%,-6%,i,-2%
O=C(CNS(=O)(=O)c1ccc(Br)s1)NCc1ccc2c(c1)OCO2,-14%,-3%,10,3%,-3%,4%,-1%,i,3%
C#CCOCCOCCOCCNc1nc(N2CCN(C(=O)Cn3cc(CCCCN)nn3)CC2)nc(N2CCN(C(=O)[C@H]([C@@H](C)CC)n3cc(CCCN=C(N)N)nn3)CC2)n1,13%,-57%[inhibitor],-13,3%,0%,-2%,8%,i,0%
O=C(N/N=C/c1ccco1)C1CC1,-5%,-2%,4,-2%,1%,4%,0%,i,-2%
COc1ccc(OC)c(NC(=O)CSc2nnc(-c3ccco3)n2-c2ccccc2)c1,-5%,3.7µM*,-1,2%,-16%,1%,-2%,i,-1%
CCOC(=O)c1c(NC(=S)NC(=O)c2cnn(CC)c2)sc2c1CCC(C)C2 (configuration not stated),0%,1%,11,-17%,-29%,?,2%,i,7%
COc1ccc(CC(=O)N2CCN(S(=O)(=O)c3cccs3)CC2)cc1OC,3%,-22%,-5,nt,34%,6%,2%,i,?
c1ccc2c(NC3=NCCCCS3)cccc2c1,-10%,0%,?,0%,-11%,1%,-6%,i,0%
CCOc1cc(-n2cnnn2)c(OCC)cc1NC(=O)c1cnccn1,7%,1%,19,-8%,-9%,5%,-3%,i,10%
CCOc1cc(C2NC(=O)NC(C)=C2C(=O)OC(C)CC)cc(Br)c1O (configuration not stated),-13%,-7%,?,-4%,1%,7%,-23%,i,?
COc1ccccc1NC(=S)NCCc1ccccc1,-2%,3%,-3,28%,-22%,-4%,-3%,i,-18%
Cc1noc(C)c1C(=O)NC1CCCc2ccccc21 (configuration not stated),17%,-4%,0,5%,-5%,-3%,-5%,i,2%
CN(CC(=O)Nc1ccc(Cl)c(C(F)(F)F)c1)CC(=O)NC1CCCCC1,-22%,?,-7,?,-25%,?,-14%,i,-29%
CCOC(=O)c1c(NC(=O)C2=C(C)NC(=S)NC2c2ccc(F)cc2)sc(C)c1C (configuration not stated),-21%,?,-87*,0%,-18%,18µM*,?,?,0%
CC[C@@]12C(=O)N(c3cccc(Br)c3)C(=O)N1[C@H](c1ccc(OC)cc1)[C@@H]1C(=O)N(C(C)(C)C)C(=O)[C@@H]12,16%,0%,11,10%,1%,?,0%,i,-16%
COc1ccc(C2=NN(CC(=O)Nc3cc(C)ccc3C)C(=O)CC2)cc1,-3%,-1%,28,-1%,5%,21%,-12%,i,12%
C[C@@H]1CC=C[C@H]2[C@H]1C(=O)N(Cc1ccccc1)[C@H]2c1ccc(Br)cc1F,-15%,?,60,-1%,-28%,-1%,-20%,i,-2%
CCOC(=O)C1(C)CCCN(C(=O)c2cc(C#N)cs2)C1 (configuration not stated),2%,nt,0,14%,20%,nt,31%,i,-21%
Cc1noc(C)c1NC(=O)N(C)C[C@H]1Oc2ccc(NC(=O)CCN3CCOCC3)cc2C(=O)N([C@H](C)CO)C[C@@H]1C,23%,-8%,17,0%,9%,7%,13%,i,1%
COc1cc(Nc2cccc(-c3ccccc3)n2)cc(OC)c1OC,?,nt,20,-17%,-28%,nt,-28%,?,0%
Cc1c(C(=O)O)oc2c(F)cccc12,15%,-13%,10,1%,5%,?,20%,i,7%
O=C(CCCn1ncn2c(cc3occc32)c1=O)NCc1ccccc1F,22%,27%,24,6%&5%,11%&4%,0%,3%,i,18%&-1%
CN1CCN(c2ccc(NC(=O)c3ccc(-c4ccc(Br)cc4)o3)cc2)CC1,23µM*,?,-92*,?,22µM*,?,15µM*,?,?
CCc1noc(C)c1C(=O)N1CCN(S(=O)(=O)c2ccc(Br)cc2Cl)CC1,-3%,?,1,-13%,-16%,8%,1%,i,1%
O=C1Nc2ccccc2C(O)(C(=O)NCc2ccco2)N1c1ccccc1 (configuration not stated),5%,-8%,19,-8%,-11%,0%,17%,i,-1%
CC(C)=NOCC(=O)Nn1c(COc2c(C)cccc2C)nc2ccccc2c1=O,-16%,-20%,31,-13%,-8%,0%,4%,i,7%
Cc1nc2ccccn2c1C(=O)N/N=C/c1ccccc1Cl,19%,-7%,20,30%,-21%,-2%,10%,i,12%
CC(SCc1cc(=O)n2c([nH]c3ccccc32)c1C#N)C(=O)O (configuration not stated),4%,-3%,16,-3%,31%,-2%,2%,i,-5%
Cc1nc(N2CCC(C)CC2)c2c(C)c(C(=O)Nc3cccc(C(F)(F)F)c3)sc2n1,?,?,0,nt,-1%,21µM*,?,i,-1%
Cc1cc2occ(CC(=O)NCc3cccs3)c2cc1C(C)C,-2%,-2%,2,-12%,-15%,6%,0%,i,-16%
N=C(N)Sc1nc(N2CCCCC2)nc(N2CCCCC2)n1,12%,-7%,14,3%,8%,-6%,2%,i,-1%
CCn1c2ccc(C)cc2c2nnc(NN)nc21,-17%,?,-9,-19%,-30%,?,-5%,i,-9%
COc1cccc(CNC(=O)C2CCC(CNS(=O)(=O)c3cccc4nsnc34)CC2)c1 (configuration not stated),0%,-1%,-2,-8%,-13%,3%,1%,i,-4%
O=C(NCc1ccccc1)c1ccc(CS(=O)(=O)Cc2ccc(F)cc2)o1,2%,3%,21,nt,-14%,10%,-4%,i,-6%
CCc1nc2ccc(C(=O)N(CC)CCN(C)C)cn2c1N(CC)CCOC,3%,nt,7,8%,7%,nt,14%,i,1%
Cc1c(Cl)cccc1N1C(=O)C(N2C(=O)c3cccc([N+](=O)[O-])c3C2=O)C1c1cccs1 (configuration not stated),?,4%,28,-20%,1%,?,2%,?,14%
O=C(NCc1ccc2c(c1)OCO2)c1cc(-c2ccccc2Cl)on1,-38%,4%,-7,16%,-20%,?,-3%,i,-14%
CN(C)c1cccc(C(=O)NCCCSc2ccccc2)c1,-1%,2%,-16,12%,-38%,-2%,-1%,i,-2%
CCN(CC(=O)Nc1ccccc1OC)C(=O)CN1C(=O)NC2(CCCC2)C1=O,9%,?,4,-2%,9%,5%,1%,i,7%
CNC(=O)c1cc(Cl)c(OC)c(OC)c1,11%,-6%,10,-3%,13%,0%,7%,i,?
CCC(CO)Nc1ncnc2onc(-c3ccc(F)cc3)c12 (configuration not stated),-3%,1%,35,-4%,7%,-3%,-2%,i,7%
CCc1nn(CC(=O)N2CCN(c3cccc(C(F)(F)F)c3)CC2)c(=O)c2cccn12,nt,nt,nt,11%,-6%,nt,nt,i,2%
COc1ccc(C)cc1S(=O)(=O)NC(C)C(=O)Nc1ccc2c(c1)OCO2 (configuration not stated),6%,4%,1,0%,4%,5%,-1%,i,17%
Cn1nc(C(F)(F)F)c(-c2ccccc2)c1NC(=O)c1ccco1,-6%,3%,-10,nt,-4%,5%,-12%,i,-9%
CC(=O)c1cccc(NC(=O)c2noc3c2CCc2ccccc2-3)c1,4%,-13%,-5,nt,-16%,?,7%,i,1%

Rows were taken by chance; any-hit rate near 8.9%.
